CXCR6 block – blocks human CXCR6 beta-arrestin recruitment | O00574 | CHO-K1 PathHunter CXCR6 beta-arrestin, luminescence | inhibition, % at 20 µM | 0.36% of 360,000 active; in the data active = inhibition above about 34%, passing the limit was not always enough;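 also: antagonist mode with CXCL16 agonist at 10 nM final; 0% = 10 nM CXCL16 with DMSO and 100% = unstimulated wells without agonist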
EBI2 block – antagonists of human EBI2 receptor; EBI2 beta-arrestin recruitment, luminescence, 7a,25-OHC stimulated; inhibition, % at 5 µM; 0.81% of 360,000 active; AID 651636; in the data active = inhibition above about 38%;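 also: enzyme fragment complementation signal reports receptor beta-arrestin coupling in cells; 0% = agonist plus DMSO wells and 100% = wells without agonist; some results beyond the cut were filed as inactive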
Mdm2 MdmX PPI – disrupts the human Mdm2-MdmX interaction | 3% of 330,000 active | inhibition, % at 8 µM | O15151+Q00987 | SaOS-2 split-luciferase Mdm2/MdmX complementation, luminescence | AID 485346;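 active = inhibition of at least 50% at 8 µM in the primary screen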
Target sequence (O15151 whole entry, looked up): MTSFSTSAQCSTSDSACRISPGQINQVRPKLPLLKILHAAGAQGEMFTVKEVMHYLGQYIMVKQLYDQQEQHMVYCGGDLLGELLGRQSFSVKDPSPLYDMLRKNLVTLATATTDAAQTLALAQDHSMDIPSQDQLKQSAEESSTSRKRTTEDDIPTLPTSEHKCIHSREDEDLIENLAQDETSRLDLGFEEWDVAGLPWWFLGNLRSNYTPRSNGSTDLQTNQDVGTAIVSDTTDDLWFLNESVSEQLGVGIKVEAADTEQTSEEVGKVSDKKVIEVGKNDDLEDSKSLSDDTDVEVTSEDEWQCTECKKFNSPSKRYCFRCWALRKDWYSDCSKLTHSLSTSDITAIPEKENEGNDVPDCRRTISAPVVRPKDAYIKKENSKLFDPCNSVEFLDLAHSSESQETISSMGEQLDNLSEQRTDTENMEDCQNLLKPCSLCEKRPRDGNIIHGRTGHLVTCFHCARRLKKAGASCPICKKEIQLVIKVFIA
Target sequence (Q00987 whole entry, looked up): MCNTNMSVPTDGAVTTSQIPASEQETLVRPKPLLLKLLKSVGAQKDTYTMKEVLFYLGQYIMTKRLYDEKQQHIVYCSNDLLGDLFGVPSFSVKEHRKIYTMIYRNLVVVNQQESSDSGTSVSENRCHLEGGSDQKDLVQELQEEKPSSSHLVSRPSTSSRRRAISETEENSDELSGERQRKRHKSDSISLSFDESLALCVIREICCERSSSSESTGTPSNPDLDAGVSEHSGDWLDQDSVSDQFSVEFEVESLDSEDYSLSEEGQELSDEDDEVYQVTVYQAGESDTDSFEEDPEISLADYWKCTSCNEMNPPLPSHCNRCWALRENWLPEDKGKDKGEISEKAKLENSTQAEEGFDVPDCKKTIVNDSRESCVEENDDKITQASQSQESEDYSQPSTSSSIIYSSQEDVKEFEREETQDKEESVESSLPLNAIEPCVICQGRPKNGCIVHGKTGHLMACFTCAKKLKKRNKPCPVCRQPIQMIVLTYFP
Gli-Sufu block – Gli-Sufu pathway antagonism | 0.74% of 340,000 active | Sufu-KO-LIGHT fibroblasts, Gli luciferase reporter luminescence | inhibition, % at 5 µM | AID 588413;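 active = inhibition above about 55%, limit read from the data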;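 also: 0% = DMSO-treated cells and 100% = wells with medium but no cells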
CCR6 antag – blocks CCL20-driven beta-arrestin recruitment at human CCR6; P51684; CHO-K1 CCR6 PathHunter beta-arrestin, luminescence, CCL20-stimulated; inhibition, % at 20 µM; 0.49% of 340,000 active;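 active = compounds whose inhibition of the agonist-driven luminescence signal at 20 µM reaches about 50%, limit read from the data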;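 also: cells stimulated with CCL20 at 14 nM final; plate controls were DMSO with CCL20 for no effect and DMSO without agonist for full effect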
CHOP UPR activ – activators of apoptotic arm of unfolded protein response (CHOP) | CHO-CHOP luciferase reporter, UPR activation, luminescence; percent of tunicamycin response over DMSO baseline | activation, % at 10 µM | 0.34% of 330,000 active;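 active = at 10 µM dose, activation of 40% or more, normalized to positive control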;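 also: 100% = tunicamycin at 10 µg/mL and 0% = DMSO alone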
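Material: CHO-CHOP cells, stable luciferase reporter of PERK-eIF2a-CHOP signalling; quantity: 500 reporter cells seeded per well; buffer or medium: F12 medium containing 10% fetal bovine serum; compound: one dose, 10 µM in 0.5% DMSO; incubation: 6 h compound treatment, 37 °C; measured by: Steady-Glo luciferase luminescence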
697 NFkB inh – inhibitors of the PMA/ionomycin-induced NF-kB reporter in 697 B cells. 697 B-cell NF-kB luciferase reporter, 16 h. inhibition, % at 4 µM. 0.33% of 330,000 active. AID 435022; in the data active = inhibition above about 35%
XBP1 UPR activ – adaptive UPR (XBP1) activation | activation, % at 20 µM | 0.33% of 330,000 active | CHO-XBP1 luciferase reporter, IRE1-XBP1 UPR activation, luminescence; percent of tunicamycin response, DMSO as zero;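 active = versus positive control, 20 µM dose yields 30% or more activation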;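 also: 100% = tunicamycin at 10 µg/mL and 0% = DMSO only wells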
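Material: CHO cell line with stable XBP1 luciferase reporter; buffer or medium: F12 medium containing 10% fetal bovine serum; compound: single point, 20 µM final compound, 1% DMSO; incubation: 6 h treatment, 37 °C; measured by: glow luminescence from Steady-Glo reagent; evaluation: activation, % of tunicamycin; control set: tunicamycin high, DMSO low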
Jurkat NFkB inh – inhibitors of the PMA/ionomycin-induced NF-kB reporter in Jurkat cells; PMA/ionomycin-induced NF-kB luciferase reporter, luminescence; inhibition, % at 4 µM; 0.53% of 330,000 active; in the data active = inhibition above about 50%
An asterisk follows results filed as active; . = not tested or not shown.

Each structure is followed by: CXCR6 block	EBI2 block	Mdm2 MdmX PPI	Gli-Sufu block	CCR6 antag	CHOP UPR activ	697 NFkB inh	XBP1 UPR activ	Jurkat NFkB inh
1. Cc1cc(SCC(=O)NCCCN2CCCC2=O)nc2ccccc12
  2.4	-1.8	-11.5	2.3	0.1	-0.3	7.3	-3.1	-14.9
2. Cc1ccc(CNC(=O)c2ccccc2N(C)S(C)(=O)=O)cc1
  1.6	3.4	-9.9	12.0	-13.1	-1.8	18.9	-2.4	7.2
3. CC(C)CCn1cnc2c(NCc3ccccc3)ncnc21
  1.1	2.8	7.1	-22.5	8.2	2.8	4.6	4.8	-20.0
4. C=C(C)C1CC=C(C)C(=NNC(=O)c2ccncc2)C1 (stereo not drawn)
  -1.7	0.4	.	-0.4	9.1	.	.	.	.
5. COc1ccccc1-c1nc(S(=O)(=O)c2ccccc2)c(N2CCOCC2)o1
  2.5	-13.6	21.4	-1.4	12.6	1.2	-8.2	-3.9	7.8
6. COc1ccc(C)cc1-n1nnnc1SCC(=O)NC1CC1
  -11.7	9.8	20.7	-12.8	13.7	-2.5	12.6	-2.7	10.1
7. COc1ccc(N/C(=C(/C(Cl)=C(Cl)Cl)[N+](=O)[O-])n2nnc3ccccc32)cc1
  .	.	-2.3	.	.	1.2	-15.1	-4.4	-6.3
8. CCOc1ccc(NC(=S)N2CCC(N(C)CCN3CCOCC3)CC2)cc1
  -4.4	27.1	1.7	1.9	11.2	1.6	18.4	0.2	4.8
9. COc1ccc(N2CCN(CC(=O)Nc3nc(C)cs3)CC2)cc1
  -13.2	-0.9	24.0	7.5	9.1	1.6	-6.9	-3.1	-6.5
10. O=C(CSc1nnc(-c2ccc(OC(F)F)cc2)o1)NC(=O)NCc1ccco1
  -8.5	-9.2	13.5	-9.5	3.7	-1.8	-7.7	2.2	-36.7
11. CCn1ccnc1CN(C)Cc1cn(-c2cccc(C)c2)nc1-c1cccc(F)c1
  5.8	0.7	28.6	22.1	5.6	3.2	8.8	-2.3	-11.7
12. COC(=O)c1sccc1NC(=O)/C=C\c1ccc(Cl)cc1Cl
  5.4	3.7	.	-58.5	-2.6	.	.	.	.
13. CCOc1ccccc1N1CCN(S(=O)(=O)c2cccc3nsnc23)CC1
  5.3	7.6	12.8	6.4	10.2	0.9	-1.4	-3.4	6.7
14. Cc1c(C(=O)Nc2ccc3nc(N4CCOCC4)sc3c2)oc2ccccc12
  -6.7	6.9	20.8	5.3	-11.0	6.0	2.0	1.2	-4.0
15. COc1ccccc1N(CC(=O)NCC1CCCO1)C(=O)CNS(=O)(=O)c1ccccc1 (stereo not drawn)
  -3.6	-2.3	-50.3	5.1	8.0	0.2	8.2	1.1	4.6
16. CN(C)C(CNC(=O)c1ccc(NC(=O)CC#N)cc1)c1ccccc1 (stereo not drawn)
  -5.2	-4.3	0.6	26.8	4.9	-1.0	9.8	3.5	-27.6
17. O=c1c2c(ncn1CCO)nc1n2CCC1
  -8.4	7.7	13.0	-0.8	0.0	1.4	0.4	0.7	-2.0
18. COc1ccc(CCNC(=O)CCN2C(=O)[C@@H]3Cc4ccccc4CN3C2=O)cc1
  -3.3	-4.1	1.9	-15.7	11.2	0.5	11.9	-3.6	-2.4
19. COc1ccc(NC(=O)CSc2nnc(C(C)C)n2N)cc1
  -4.0	7.9	10.2	-0.5	5.1	-1.4	-5.1	-1.7	-1.8
20. COc1ccc(CCn2c(=O)[nH]c3cc(C(=O)N4CCN(c5ccccc5)CC4)ccc3c2=O)cc1OC
  -7.1	-0.4	15.0	-16.6	-12.1	-0.9	-7.8	-1.1	15.3
21. COC(=O)CCNC(=O)c1ccc2nc(Cc3ccc(OC)c(OC)c3)oc2c1
  -11.7	-1.6	-28.1	2.3	2.5	8.8	-44.4	-2.4	-26.8
22. COc1ccccc1C(=O)NC(=O)CSc1nnc2ccccn12
  1.0	-2.8	-1.6	7.4	-4.9	1.7	-0.9	0.4	9.8
23. CCCCn1c(N)c(N(CC(C)C)C(=O)CCNC(=O)c2ccccc2Cl)c(=O)[nH]c1=O
  0.1	-1.1	34.7	-6.6	-7.7	0.1	6.3	1.3	10.5
24. Cc1c(NC(=O)/C(C#N)=C/c2c(N3CCCCC3)nc3ccccn3c2=O)c(=O)n(-c2ccccc2)n1C
  -10.8	-1.3	13.9	8.6	-1.1	-0.7	2.8	1.2	11.3
25. O=C(CSc1nc2ccccc2c(=O)n1Cc1ccco1)NCCN1C(=O)CSC1=O
  -8.5	-1.4	12.1	4.7	14.5	0.9	22.2	0.8	4.0
26. COc1cc(CC(NC(C)=O)C(=O)NC2CCN(S(=O)(=O)c3ccc(NC(C)=O)cc3)CC2)cc(OC)c1 (stereo not drawn)
  -3.6	-3.2	-0.9	45.5	-0.3	1.2	13.9	-4.3	5.7
27. Cc1ccc(NC(=O)COC(=O)CN2CCCCCC2=O)cc1C
  5.5	0.2	31.1	-5.2	-3.1	0.5	15.1	0.1	-7.9
28. CC1CCN(S(=O)(=O)c2cccc(C(=O)Nc3nncs3)c2)CC1
  8.5	5.6	17.9	-1.5	7.0	-0.7	3.0	-2.7	-0.5
29. CN(CCC#N)CC(=O)Nc1ccc(NC(=O)CN(C)CCC#N)cc1
  -2.3	-3.5	-12.2	1.8	3.4	0.2	-33.8	1.4	-16.1
30. CN(CC(=O)Nn1cnnc1)S(=O)(=O)c1cc(Cl)ccc1Cl
  -5.1	-1.3	28.1	1.0	-3.6	4.1	21.9	-1.8	12.2
31. COc1cc(NS(=O)(=O)c2ccc(NC(=O)COc3ccccc3Cl)cc2)nc(OC)n1
  .	.	-11.9	-13.3	13.2	-1.3	-1.8	1.9	-2.6
32. Clc1ccc(-n2nnc(-c3cccnc3)n2)cc1Cl
  -8.0	2.8	-98.0	-79.3	20.0	3.3	-75.5	5.7	-56.7
33. COc1ccc(C2NC(=O)C(C#N)=C(S)N2c2ccccc2)cc1OC (stereo not drawn)
  -1.8	6.5	-9.4	23.6	16.2	-0.1	-17.9	-0.1	-6.4
34. CCC(C)c1ccc(NC(=O)Nc2cnccn2)cc1 (stereo not drawn)
  2.7	-5.9	25.1	-62.6	3.5	5.6	-167.2	6.4	12.6
35. CC(=O)N/N=C/c1ccccc1OCCOc1cccc(C)c1
  6.4	-2.2	24.4	-16.1	3.8	2.4	-20.8	-1.8	-13.8
36. S=C(Nc1ccccc1Cl)N(Cc1ccccc1)Cc1cccnc1
  0.6	0.2	-26.3	-4.1	12.6	-0.1	20.3	0.6	-9.9
37. NC(=O)c1ccccc1NC(=O)N1CCOCC1
  -0.9	3.9	4.5	8.1	13.9	-1.3	9.1	-1.9	-6.9
38. CC1CC(C)C(=NNC(N)=O)C(C(O)CC2CCC(=O)NC2=O)C1 (stereo not drawn)
  -4.2	0.0	.	7.3	2.6	.	.	.	.
39. O=C(COc1ccc(S(=O)(=O)N2CCCCC2)cc1)NC1CCCCC1
  -1.2	-10.0	20.4	6.8	4.3	-1.0	-0.2	-2.4	-8.3
40. CCn1c2ccccc2c2cc(NC(=O)COC(=O)c3cc(Cl)c(N)cc3OC)ccc21
  6.7	12.3	2.3	1.4	-0.9	0.2	24.8	0.0	-35.2
41. CCCCc1nc2cc(C(=O)N(C)C3CCOCC3)ccc2o1
  -3.4	-15.5	-31.7	-37.2	4.0	3.3	-147.7	0.8	-76.5
42. O=C(Nc1ccc(-c2ccc(N3CCCCC3)nn2)cc1)c1ccco1
  3.2	0.8	-46.8	-2.4	-3.4	2.4	-103.1	-6.1	-71.2
43. N=c1ccn(Cc2ccc(Cl)cc2Cl)cc1
  3.3	-13.4	17.2	27.9	11.7	3.0	34.8	-1.6	46.9
44. Cc1ccc(/C=C(\C#N)C(=O)Nc2cccc3ncccc23)o1
  -7.0	5.2	-5.5	11.5	1.4	1.9	-14.3	-0.8	-6.3
45. O=C(N/N=C/c1ccc2c(c1)OCO2)C(O)c1ccccc1 (stereo not drawn)
  1.2	-3.6	-28.3	-11.4	1.4	2.3	-13.4	-0.4	-34.5
46. CCOC(=O)C1=CC[C@H]2c3c(c4ccccc4n3C)C(=O)C1N2S(=O)(=O)c1ccc(C)cc1
  -1.1	-7.3	-3.3	-2.3	9.8	3.1	7.8	1.1	1.5
47. CCc1ccc(NC(=O)C(=O)NNC(=O)c2cccs2)cc1
  -4.3	1.6	19.0	-33.4	11.3	4.9	-14.4	-2.0	-9.5
48. Cc1onc(C(=O)NCc2ccc(F)cc2)c1[N+](=O)[O-]
  4.4	-4.1	8.4	3.0	-0.3	-0.6	8.5	1.0	-7.0
49. COc1ccc(C(=O)C2CCCN(C(=O)c3ccc4nccnc4c3)C2)c(C)c1 (stereo not drawn)
  -6.4	9.3	8.2	10.1	0.0	1.6	-1.3	-0.5	-6.2
50. O=C(NCC1CCCO1)c1cccc(Oc2c(Cl)cccc2[N+](=O)[O-])c1 (stereo not drawn)
  0.3	4.2	7.6	13.8	-1.4	-3.6	-55.4	-6.1	8.7
51. O=C(CSc1n[nH]c(-c2ccccc2F)n1)Nc1cc(F)ccc1F
  -7.5	-5.4	5.7	-2.8	3.0	0.3	9.5	-0.6	-5.6
52. OCC1CCCCN1CCNCc1cn[nH]c1-c1cccc2ccccc12 (stereo not drawn)
  -2.1	-15.8	19.3	4.5	1.2	0.2	8.8	-3.9	5.7

3 entries out of the list, ordered by molecular weight, lowest first:
Each structure is followed by: CXCR6 block	EBI2 block	Mdm2 MdmX PPI	Gli-Sufu block	CCR6 antag	CHOP UPR activ	697 NFkB inh	XBP1 UPR activ	Jurkat NFkB inh
51. O=C(CSc1n[nH]c(-c2ccccc2F)n1)Nc1cc(F)ccc1F
  -7.5	-5.4	5.7	-2.8	3.0	0.3	9.5	-0.6	-5.6
49. COc1ccc(C(=O)C2CCCN(C(=O)c3ccc4nccnc4c3)C2)c(C)c1 (stereo not drawn)
  -6.4	9.3	8.2	10.1	0.0	1.6	-1.3	-0.5	-6.2
46. CCOC(=O)C1=CC[C@H]2c3c(c4ccccc4n3C)C(=O)C1N2S(=O)(=O)c1ccc(C)cc1
  -1.1	-7.3	-3.3	-2.3	9.8	3.1	7.8	1.1	1.5
